Screening results (PubChem)
B2AR arrestin: qHTS assay of beta-arrestin-biased ligands of beta2-adrenergic receptor; Beta-2 adrenergic receptor (Homo sapiens), P07550; beta-arrestin recruitment to beta2AR, cell-based reporter; Potency, µM (highest dose often 46.1 µM), for the others: at the top dose activation, usual class: activators; 0.02% of 330,000 active;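 further: potency means the concentration at half of the fitted maximal effect; 0% = DMSO controls and full agonism = EC100 isoproterenol or metaproterenol; nearly all actives have a fitted effect of over 65% in size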
Target sequence (P07550 whole entry, looked up): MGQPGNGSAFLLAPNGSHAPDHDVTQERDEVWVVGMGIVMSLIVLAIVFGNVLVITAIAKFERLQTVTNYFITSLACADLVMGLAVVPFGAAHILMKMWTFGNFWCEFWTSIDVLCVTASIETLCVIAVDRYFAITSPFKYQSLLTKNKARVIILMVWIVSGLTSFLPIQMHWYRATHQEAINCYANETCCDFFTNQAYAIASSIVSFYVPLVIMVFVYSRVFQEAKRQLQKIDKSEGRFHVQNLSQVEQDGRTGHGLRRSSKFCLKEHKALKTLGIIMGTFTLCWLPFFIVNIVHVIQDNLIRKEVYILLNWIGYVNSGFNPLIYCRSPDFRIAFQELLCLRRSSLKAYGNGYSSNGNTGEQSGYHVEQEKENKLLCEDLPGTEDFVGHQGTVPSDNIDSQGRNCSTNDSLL
Coupling enz: qHTS Assay for Inhibitors of Fructose-1,6-bisphosphate Aldolase from Giardia Lamblia: Coupling assay counterscreen; coupling enzyme system counterscreen, AmpLite Red fluorescence; AID 2472, 2010; 0.67% of 290,000 active; activity change, negative = inhibition, % at 58.2 µM, hits read low; in the data active means activity change below about -30%; further: on the % scale 0 is the no-effect control and ±100 the full control effect
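Activity here indicates interference with the coupling reaction, not aldolase inhibition. Compounds at 57.5 uM final met coupling enzymes for 10 min at RT; substrate and AmpLite Red detection followed, with a 525/598 nm fluorescence read after 20 min.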
PKM2 act: qHTS Assay for Activators of Human Muscle isoform 2 Pyruvate Kinase | purified PKM2, Kinase-Glo ATP luminescence, activation; response scale: 0% is enzyme alone, no compound | Potency, µM (titrated, usually from 57.5 µM), for inactives: at the top dose activation, usual class: activators | 0.34% of 260,000 active; further: potency means the concentration at half of the fitted maximal effect; on the % scale 0 is the no-effect control and ±100 the full control effect; nearly all actives have a fitted effect of over 55% in size
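Purified hPK-M2 (>95%) run at intermediate activity with 0.1 mM ADP and 0.5 mM PEP in 50 mM imidazole pH 7.2, KCl, MgCl2; 1 h room temperature. ATP formed read by Kinase-Glo luminescence; normalized to uninhibited and no-enzyme controls.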
TRPV1 agonist: HTS Assay for Compounds that Act as Agonists of the Vanilloid Receptor 1; activation, % at 8.33 µM; 0.19% of 320,000 active; Transient receptor potential cation channel subfamily V member 1 (Homo sapiens), Q8NER1; TRPV1-expressing cells, Fluo-8 calcium influx, agonist mode; in the data active means activation above about 80%; inconclusive means between about 30% and that limit; further: 0% is about no effect
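Fluo-8 calcium influx in TRPV1-expressing cells, kinetic read (ex 480/em 520 nm). Compound added and read 3 min for agonist activity, followed by capsaicin at EC20 final and 2 min further read for enhancement.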
GALK inhibitor: qHTS Assay for Inhibitors of Human Galactokinase (GALK). Purified GALK, Kinase-Glo residual ATP luminescence. Potency, µM (titrated, usually from 57.5 µM), for inactives: at the top dose activity change, negative = inhibition, usual class: inhibitors. 0.007% of 270,000 active; further: potency means the concentration at half of the fitted maximal effect; on the % scale 0 is the no-effect control and ±100 the full control effect
Target sequence (P51570 whole entry, looked up): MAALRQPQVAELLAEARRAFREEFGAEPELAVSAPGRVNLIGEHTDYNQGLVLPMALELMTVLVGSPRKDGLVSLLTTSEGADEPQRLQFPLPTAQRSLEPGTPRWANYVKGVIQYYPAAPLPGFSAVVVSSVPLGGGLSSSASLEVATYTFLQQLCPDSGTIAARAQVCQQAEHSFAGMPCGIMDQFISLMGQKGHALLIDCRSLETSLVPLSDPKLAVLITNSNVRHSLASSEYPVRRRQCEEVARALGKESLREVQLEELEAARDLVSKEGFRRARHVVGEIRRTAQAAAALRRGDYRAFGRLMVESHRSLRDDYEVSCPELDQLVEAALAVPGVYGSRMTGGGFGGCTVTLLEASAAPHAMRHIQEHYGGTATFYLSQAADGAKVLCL
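ATP-depletion format; final 35 uM ATP, 100 uM D-galactose, 5 nM enzyme; pH 8.0 HEPES/Mg2+ buffer; 60 min RT; luminescence read 10 min after detection reagent.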
USP2a block: qHTS Assay for Inhibitors of Ubiquitin-specific Protease USP2a Using CHOP2 as the Reporter; Ubiquitin carboxyl-terminal hydrolase 2 (Homo sapiens), O75604; USP2 core, Ub-CHOP2 coupled fluorogenic reporter, 485/531; Potency, µM (titrated, usually from 38.3 µM), for inactives: at the top dose activity change, negative = inhibition, hits mostly inhibitors; 0.01% of 330,000 active; AID 463254, 2010;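 further: potency means the concentration at half of the fitted maximal effect; plate controls were DMSO wells for no effect and full inhibition by NEM control for full effect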
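Cell-free coupled assay: 10nM USP2 core preincubated 30min RT with compound in Tris-HCl pH 8.0/CaCl2/CHAPS buffer, then 25nM Ub-CHOP2 and 25nM reporter substrate; fluorescence (Ex 485/Em 531) read after 60min RT, normalized to NEM inhibition, concentration-response curves fitted.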
KCNH2 3.1 inh: qHTS for Inhibitors of KCHN2 3.1: Mutant qHTS. U2OS KCNH2 3.1, thallium flux FluxOr; stronger effect = lower value. activity change, % (tested at about 1.8 µM). 0.95% of 340,000 active;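 active means maximum activity change below -70%; inconclusive means maximum activity change from -70% to -50%; inactive means maximum activity change above -50%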;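 further: thallium influx rate constant from kinetic fluorescence after stimulation buffer; on the % scale 0 is the no-effect control and ±100 the full control effect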
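Normalized rate constant (relative to positive and negative DMSO controls) derived from a 2 min kinetic fluorescence read after stimulation; U2OS cells expressing the 3.1 isoform via virus at 1.77 x 10^8 /mL.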
hERG WT inh: qHTS for Inhibitors of KCHN2 3.1: Wildtype qHTS | Voltage-gated inwardly rectifying potassium channel KCNH2 (Homo sapiens), Q12809 | U2OS, BacMam KCNH2, thallium flux FluxOr; stronger effect = lower value | activity change, % at 1.84 µM | 0.37% of 340,000 active | AID 720551, 2013;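 active means maximum activity change below -70%; inconclusive means maximum activity change between -70% and -50%; inactive means maximum activity change above -50%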; further: on the % scale 0 is the no-effect control and ±100 the full control effect
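U2OS cells transduced with wild-type KCNH2 virus are loaded with FluxOr dye for 45 min, and thallium flux is measured in kinetic reads before and after stimulation buffer. Rate constants are normalized to DMSO controls.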
MLL CXXC-DNA inh: qHTS Fluorescence Polarization Assay for Inhibitors of MLL CXXC domain - DNA interaction | Histone-lysine N-methyltransferase 2A (Homo sapiens), Q03164 | MLL-CXXC / FITC-HOXA9 DNA fluorescence polarization | Potency, µM (doses to about 115 µM), for the others: top-dose activity change, negative = inhibition, most hits filed as inhibitors | 0.037% of 290,000 active; active means well fitted inhibition curve with a large enough effect in the polarisation, with a control signal flat, not every such curve was filed as active; inconclusive means small, poorly fitted or top-dose-only effect, or effect the other way, or a change in a side signal; inactive means no such curve, though single readings can be large or run the other way; the % refers to the polarisation; further: potency means the concentration at half of the fitted maximal effect
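Fluorescence polarization: 7 uM MLL-CXXC (stock) preincubated 5 min with compounds, then 50 nM fluorescein-HOX-A9 DNA (stock) added; 30 min ambient. Buffer 50 mM Tris-HCl pH 7.5, 50 mM NaCl, 1 mM DTT, 0.05% BSA.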
Menin MLL FP TR: qHTS Assay for Inhibitors Targeting the Menin-MLL Interaction in MLL Related Leukemias: Competition With Texas Red Labeled MLL-derived Mutant Peptide. O00255. Menin + Texas Red MLL mutant peptide, fluorescence polarization. Potency, µM (doses to about 61.6 µM), without a hit: at the highest dose FP activity change, negative = inhibition, usual class: inhibitors. 0.23% of 270,000 active; active means well fitted inhibition curve with a large enough effect in the polarisation, with a control signal flat, not every such curve was filed as active; inconclusive means small, poorly fitted or top-dose-only effect, or effect the other way, or a change in a side signal; inactive means no such curve, though single readings can be large or run the other way; the % refers to the polarisation; further: potency means the concentration at half of the fitted maximal effect; % of control where 0% means no effect; many of its hits are not listed in these tables
Giardia killer: Small Molecules that selectively kill Giardia lamblia: qHTS; Giardia lamblia trophozoite viability; 0.15% of 340,000 active; AID 540267, 2011; activity change, % at 7.66 µM, hits read low; in the data active means activity change below about -80%; inconclusive means between about -30% and that limit;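 further: parasites exposed to compound for two days anaerobically before the ATP read; on the % scale 0 is the no-effect control and ±100 the full control effect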
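Luminescence from cellular ATP indicates surviving trophozoites (100 cells/well) following 48 hrs anaerobic compound treatment at 37 deg C; signal develops 15-30 min at room temperature.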
Active calls of the source: *; ? = inconclusive; nt = no result given; & = joins results of further samples; [ ] = dose if it differs, or a comment. Unless noted, the call rests on the fitted dose curve; in most records, active means well fitted curve in the direction sought with a large enough effect; inconclusive means small, poorly fitted or top-dose-only effect, or another doubt; inactive means no such curve, though single readings can be large; an effect the other way counts as inactive or inconclusive.

SMILES	B2AR arrestin	Coupling enz	PKM2 act	TRPV1 agonist	GALK inhibitor	USP2a block	KCNH2 3.1 inh	hERG WT inh	MLL CXXC-DNA inh	Menin MLL FP TR	Giardia killer
CCNC(=S)/N=C(/Nc1ccccc1)Nc1nc(C)cc(C)n1	4.9%	0	-1%	26	0%	0%	-10	0	23%	nt	2
Cc1ccc(C(C)C)c(OCC(=O)OCC(=O)NC2CCS(=O)(=O)C2)c1 (stereo not given)	-0.1%	nt	nt	10	nt	2%	-5	0	nt	nt	-4
CCN(C(=S)Nc1ccc(Oc2ccccc2)cc1)c1ccccc1	-0.8%	-1	1%	4	-1%	4%	-10	-4	2%	-18%	-16
CN(c1cccc(NC(=O)CN(c2cccc(Cl)c2)S(=O)(=O)c2ccccc2)c1)S(C)(=O)=O	3.2%	0	14%	1	-6%	-1%	4	2	-4%	5%	8
O=C(O)CCn1cc(/C=C\C(=O)c2ccc(Cl)cc2)c(-c2cccc(Br)c2)n1	0.1%	7	6%	-1	-14%	-2%	2	-1	?	1%	-11
C/C(=N/NC(=O)c1ccncc1)c1c[nH]c2ccccc12	0.1%	-4	3%	2	2%	-1%	22	3	-1%	-13%	3
N#C/C(=C\c1ccccc1Br)C(=O)NC1CC1	-0.6%	nt	4%	8	-2%	2%	-195*	0	7%	nt	-9
O=C(Nc1ccc(OCc2ccccc2)cc1)Nc1ccccc1C(=O)NCCCN1CCOCC1	0.4%	2	-35%	0	nt	-7%	4	4	6%	nt	10
Cc1c(C(=O)N(C)CCCCN2CCOCC2)oc2c(F)cccc12	-0.2%	0	4%	0	7%	1%	12	-2	1%	-52%	-12
CC(C)NC(=O)c1ccc(C2SCC(=O)N2Cc2ccccc2)cc1 (stereo not given)	3.0%	-1	4%	4	-1%	0%	9	-12	10%	2%	12
CCN(CC)C(=O)Cn1cnc2sc(C(=O)N3CCN(Cc4ccc5c(c4)OCO5)CC3)c(C)c2c1=O	0.0%	1	1%	0	0%	2%	0	19	5%	-17%	8
O=C1NC(Cc2ccccc2)C(=O)N1CC(=O)N1CCCc2ccccc21 (stereo not given)	0.3%	-2	1%	-2	9%	-4%	29	-2	?	0%	14
O=C(N/N=C\c1c(O)ccc2ccccc12)c1ccc(S(=O)(=O)N2CCCCC2)cc1	-0.5%	-3	3%	13	2%	4%	4	-6	?	?	-3
O=C(NCc1ccccc1)c1cccc(COc2cc(Cl)ccc2Cl)c1	-1.6%	5	6%	?	-2%	0%	-2	-5	-1%	3%	-6
CSCC[C@H](NC(=O)c1cc2c([nH]c3ccccc32)c(-c2ccccc2)n1)C(=O)O	-0.5%	-3	nt	7	-8%	5%	6	-1	-1%	37%[activator]	5
CCN(CC)C(=O)Cn1cc(C(=O)C(=O)N2CCN(Cc3ccc4c(c3)OCO4)CC2)c2ccccc21	-0.5%	nt	-5%	-1	5%	1%	-11	0	14%	nt	-6
NC(=O)c1ccc(NC(=O)Cc2ccc(S(=O)(=O)N3CCCCC3)cc2)cc1	-0.1%	nt	nt	11	nt	1%	7	14	nt	nt	-2
Cc1cc(C(=O)N/N=C/c2cc(Br)ccc2OC(=O)c2ccccc2Cl)n[nH]1	0.3%	3	?	0	4%	-6%	-4	-10	263%[activator]	11%	-18
Cc1cc2n(n1)C(c1sccc1C)Nc1c(C)cccc1-2 (stereo not given)	1.0%	0	-5%	-9	1%	-2%	-3	-18	-9%	3%	14
O=C1/C(=C\c2cccnc2)CCc2ccccc21	-0.1%	2	-37%	12	4%	-2%	0	2	?	-5%	-16
Cc1ccc2nc(-c3ccccn3)cc(C(=O)Nc3ccc(S(=O)(=O)N4CCOCC4)cc3)c2c1	-0.2%	1	-1%	?	0%	2%	0	5	3%	-2%	43[activator]
O=C(C1CCC(=O)N(C2CCCC2)C1)N1CCN(Cc2cccc(F)c2)CC1 (stereo not given)	0.1%	0	nt	0	0%	1%	-1	2	-5%	?	0
COc1cc(/C=C/C(=O)OCC(=O)Nc2cc(S(=O)(=O)N(C)C)ccc2Cl)ccc1O	0.5%	2	-4%	?	-1%	4%	12	-12	?	nt	-2
Cc1ccc(OCC(=O)Nc2ccncc2)c(C)c1	0.3%	3	2%	?	0%	0%	-14	3	10%	12%	16
COc1ccc(N/C=C/C(=O)c2ccc(Cl)cc2)cc1	3.4%	-1	2%	4	-2%	1%	?	-10	5%	0%	-9

Only Coupling enz and Giardia killer, for 5 of the compounds above:
molecule,Coupling enz,Giardia killer
Cc1c(C(=O)N(C)CCCCN2CCOCC2)oc2c(F)cccc12,0,-12
CC(C)NC(=O)c1ccc(C2SCC(=O)N2Cc2ccccc2)cc1 (stereo not given),-1,12
CCN(CC)C(=O)Cn1cnc2sc(C(=O)N3CCN(Cc4ccc5c(c4)OCO5)CC3)c(C)c2c1=O,1,8
O=C1NC(Cc2ccccc2)C(=O)N1CC(=O)N1CCCc2ccccc21 (stereo not given),-2,14
O=C(N/N=C\c1c(O)ccc2ccccc12)c1ccc(S(=O)(=O)N2CCCCC2)cc1,-3,-3

The listing continues:
SMILES	B2AR arrestin	Coupling enz	PKM2 act	TRPV1 agonist	GALK inhibitor	USP2a block	KCNH2 3.1 inh	hERG WT inh	MLL CXXC-DNA inh	Menin MLL FP TR	Giardia killer
O=C(C1CCCO1)N1CCC(c2nc3ccccc3[nH]2)CC1 (stereo not given)	-0.3%	0	-2%	1	-1%	7%	1	-17	-8%	-10%	-6
CCc1ccc(NC(=O)C(=O)NNC(=O)c2cccs2)cc1	-0.3%	6	nt	-2	-3%	-2%	-10	-26	-3%	-15%	-6
Cn1cccc1/C=C1\SC(=S)N(NC(=O)c2ccc(F)cc2)C1=O	0.0%	2	2%	24	-1%	11%	5	-6	?	nt	-7
CN(C)c1nc(C#N)nc(N(C)C)n1	0.0%	5	4%	-1	0%	2%	-2	-3	0%	-1%	8&12
Cc1cc(C)c2oc(-c3ccc(C)c(NC(=S)NC(=O)/C=C/c4ccco4)c3)nc2c1	-0.4%	-1	16%	-10	-1%	2%	-26	-4	11%	?	-24
Cc1cccc(NC(=O)c2cc(S(=O)(=O)N3CCOCC3)cn2C)c1C	-0.2%	-2	-4%	-3	nt	2%	-15	-4	nt	-9%	-14
Cc1c(C(=O)N2CCN(C)CC2)oc2c1C(=O)CC(C)(C)C2	0.0%	-4	-24%	-4	1%	0%	-4	-1	-7%	-11%	-6
O=C1CC(c2ccco2)CC(O)=C1C=NCC1NCCc2ccccc21 (stereo not given)	-0.1%	0	12%	-2	-2%	2%	11	16	-7%	4%	-1
CCCCC(=O)N1C/C=C\C(c2ccc(OC)cc2)N(Cc2ccc(F)cc2)C(=O)C1 (stereo not given)	0.0%	3	1%	8	-4%	-1%	-11	-7	4%	nt	31[activator]
CCCn1c(SC(C)C(=O)NC2CCCC2)n[nH]c1=O (stereo not given)	0.3%	nt	nt	-1	nt	1%	-20	0	nt	nt	-3
COc1cc(/C=C2/S/C(=N/S(=O)(=O)Cc3ccccc3)NC2=O)c([N+](=O)[O-])cc1OC	-0.3%	14	2%	1	-10%	1%	-18	1	-12%	nt	-9
CCc1cccc(OCCOC(=O)CNS(=O)(=O)c2ccc(NC(C)=O)cc2)c1	0.1%	nt	nt	-4	nt	3%	5	-17	nt	nt	-13

Structural class: those above containing a cyano group
SMILES	B2AR arrestin	Coupling enz	PKM2 act	TRPV1 agonist	GALK inhibitor	USP2a block	KCNH2 3.1 inh	hERG WT inh	MLL CXXC-DNA inh	Menin MLL FP TR	Giardia killer
N#C/C(=C\c1ccccc1Br)C(=O)NC1CC1	-0.6%	nt	4%	8	-2%	2%	-195*	0	7%	nt	-9
CN(C)c1nc(C#N)nc(N(C)C)n1	0.0%	5	4%	-1	0%	2%	-2	-3	0%	-1%	8&12

This is a subset; rates above refer to the full screens.
